From PubChem
EPAC2 agonist = qHTS for Agonist of cAMP-regulated guanine nucleotide exchange factor 4 (EPAC2): primary screen; Potency, µM (highest dose often 154 µM), inactives show at the top dose activation, actives largely listed as activators; 0.079% of 360,000 active; EPAC2 activation, biochemical qHTS; response scale: 100% = 6.5 mM cAMP response; note: potency is the fitted concentration of half-maximal effect; nearly all actives have a fitted effect of over 50% in size
Target sequence (Q8WZA2 whole entry, looked up): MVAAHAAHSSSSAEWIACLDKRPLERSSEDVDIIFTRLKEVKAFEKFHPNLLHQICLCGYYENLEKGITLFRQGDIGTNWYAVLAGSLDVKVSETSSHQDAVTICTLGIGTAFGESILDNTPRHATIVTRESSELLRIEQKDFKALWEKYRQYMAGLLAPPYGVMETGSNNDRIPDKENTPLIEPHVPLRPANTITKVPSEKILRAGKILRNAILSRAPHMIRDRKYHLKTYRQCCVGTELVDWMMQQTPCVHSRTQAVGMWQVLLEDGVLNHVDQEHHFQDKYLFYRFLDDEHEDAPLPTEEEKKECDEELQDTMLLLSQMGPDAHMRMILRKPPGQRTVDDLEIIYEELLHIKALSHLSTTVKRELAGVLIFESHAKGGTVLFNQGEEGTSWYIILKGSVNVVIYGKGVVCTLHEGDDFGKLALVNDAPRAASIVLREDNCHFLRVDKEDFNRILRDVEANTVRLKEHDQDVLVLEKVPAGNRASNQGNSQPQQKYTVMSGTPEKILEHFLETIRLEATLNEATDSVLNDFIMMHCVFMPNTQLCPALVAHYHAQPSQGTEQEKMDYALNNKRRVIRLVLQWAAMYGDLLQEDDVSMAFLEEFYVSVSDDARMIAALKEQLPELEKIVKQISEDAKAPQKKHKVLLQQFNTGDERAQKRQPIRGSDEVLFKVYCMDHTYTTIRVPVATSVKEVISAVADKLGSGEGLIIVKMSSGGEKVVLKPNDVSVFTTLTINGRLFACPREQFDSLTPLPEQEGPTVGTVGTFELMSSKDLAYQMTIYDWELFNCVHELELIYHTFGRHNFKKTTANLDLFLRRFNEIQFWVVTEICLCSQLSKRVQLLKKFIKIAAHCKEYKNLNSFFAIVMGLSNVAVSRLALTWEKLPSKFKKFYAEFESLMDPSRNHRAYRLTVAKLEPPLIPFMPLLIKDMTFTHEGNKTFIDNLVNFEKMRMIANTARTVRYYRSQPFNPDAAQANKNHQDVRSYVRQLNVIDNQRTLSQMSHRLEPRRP
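Nucleotide exchange monitored as fluorescence drop when BODIPY-GDP leaves Rap1B. Reaction: 100 nM EPAC2, 250 nM RAP1B-BODIPY-GDP, 50 uM GDP, room temperature, kinetic read over 30 min. Activity expressed relative to 6.5 mM cAMP.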
Mm-Cpn inhibitor = Inhibitors of TCP-1 ring complex (TRiC) of Methanococcus maripaludis (MmCpn): qHTS; purified Mm-Cpn ATPase, ADP Transcreener TR-FRET; Potency, µM (series often up to 76.9 µM), inactives show top-dose activity, negative = inhibition, most hits filed as inhibitors; 0.031% of 330,000 active; AID 504842, 2011; note: potency is the fitted concentration of half-maximal effect; % is set by controls: 0 for no effect and ±100 for the full control effect; nearly all actives have a fitted effect of over 80% in size
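25 nM Mm-CPN + cpd, 10 min 37°C; + 10 uM ATP, 30 min 37°C; buffer 30 mM Tris pH 7.4, 100 mM KCl, 5 mM MgCl2, 1 mM DTT; Transcreener ADP HTRF detection 30 min RT.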
CCT chaperon mod = High-Throughput Screening for Modulators of Cytosolic Chaperonin Activity | 0.3% of 360,000 active | purified chaperonin ATPase assay, HTRF ADP detection, 30 min | activity change, % (no concentration beside the values), hits read low; in the data active = activity change below about -30%; note: % is set by controls: 0 for no effect and ±100 for the full control effect
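First, chaperonin was dispensed at 40 nM or 20 nM final depending on batch activity. Next, compounds were pinned at 76 uM and ATP added at 10 uM. After 30 min at 37 °C, ADP detection reagents ran 30 min at ambient temperature.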
D3 ag = qHTS of D3 Dopamine Receptor Agonist: qHTS. D(3) dopamine receptor (Homo sapiens), P35462. D3R DiscoveRx beta-arrestin cells, luminescence, 90 min. max activation, %. 0.58% of 410,000 active. AID 652048, 2013; in the data active = max activation above about 30%; note: 0% is about no effect; mostly tested at two doses, the higher about 12 µM
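Agonist-mode cell screen: cells plated at 1500/well and incubated overnight at 37 °C, then exposed to library compounds for 90 min at 37 °C. Detection reagent was added for 30–60 min at room temperature, and luminescence was read.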
D3 antag = qHTS of D3 Dopamine Receptor Antagonist: qHTS | D(3) dopamine receptor (Homo sapiens), P35462 | D3R cells, DiscoveRx beta-arrestin luminescence, antagonist mode; stronger effect = lower value | max response, negative = inhibition, % | 2.5% of 360,000 active | AID 652054, 2013; in the data active = max response below about -50%; inconclusive = no clear call, values can overlap the other calls; note: % is set by controls: 0 for no effect and ±100 for the full control effect; mostly tested at two doses, the higher about 12 µM
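Cells plated overnight at 1500 cells/well, then exposed to library compounds with dopamine controls for 90 minutes at 37 degrees C. DiscoveRx reagent added for 30–60 minutes at room temperature; luminescence read, quantitative HTS format.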
pAkt inh = HTS Assay for Inhibitors of Akt Phophorylation: Primary Screen. Neuro2A IGF-stimulated pAkt S473 HTRF, 20 min; stronger effect = lower value. activity change, % for hits at 50 µM. 0.32% of 360,000 active; in the data active = activity change below about -80%; inconclusive = mostly about -51% to -80%; note: % is set by controls: 0 for no effect and ±100 for the full control effect
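Single-point screen (50 µM final compound) in Neuro2A cells stimulated 20 min with 6 nM IGF at 37 deg C. After lysis, Ser473-phosphorylated Akt read by HTRF (ex 330 nm, em 615/665 nm) as the 665/615 ratio.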
EPAC2 antagonist = qHTS for Antagonist of cAMP-regulated guanine nucleotide exchange factor 2 (EPAC2): primary screen. Potency, µM (doses to about 114 µM), inactives show top-dose activity, negative = inhibition, most hits filed as inhibitors. 0.18% of 360,000 active. EPAC2 GEF exchange of Rap1B-BODIPY-GDP, fluorescence. Rap guanine nucleotide exchange factor 4 (Homo sapiens), Q8WZA2; note: potency is the fitted concentration of half-maximal effect; % is set by controls: 0 for no effect and ±100 for the full control effect; nearly all actives have a fitted effect of over 45% in size; many of its hits are not listed in these tables
PTHR1 agonist = qHTS for PTHR1 Agonists: Primary Screen; Parathyroid hormone/parathyroid hormone-related peptide receptor (Homo sapiens), Q03431; HEK293 GP2 PTHR1 cells, GloSensor cAMP luminescence, 1 h; 0.075% of 410,000 active; Potency, µM (highest dose often 115 µM), inactives show at the top dose activation, actives largely listed as activators; note: potency is the fitted concentration of half-maximal effect; nearly all actives have a fitted effect of over 55% in size; some results filed as inactive show a strong effect at the top dose; inactives centre near -15; many of its hits are not listed in these tables
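HEK-293-derived GP2 cells expressing PTHR1 and a GloSensor cAMP reporter, 3,000/well, plated overnight, given luciferin plus IBMX (each 0.5 mM as added) for 1 h at 37 °C, then compound for 1 h at 37 °C. Luminescence was read after 15 min at room temperature.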
Starred values were filed as active, the others as inactive; i = inactive; ? = inconclusive; · = no result given; & = joins results of further samples; [ ] = remark or other dose. Unless noted, calls come from the whole dose curve; as a rule, active = well fitted curve in the direction sought with a large enough effect; inconclusive = small, poorly fitted or top-dose-only effect, or another doubt; inactive = no such curve, though single readings can be large; an effect the other way counts as inactive or inconclusive. Not all compounds are listed; count on the stated rates, not on these rows.

Structure	EPAC2 agonist	Mm-Cpn inhibitor	CCT chaperon mod	D3 ag	D3 antag	pAkt inh	EPAC2 antagonist	PTHR1 agonist
CN(C(=O)c1cc2c(=O)n3ccccc3nc2n1C)C1CCCCC1	3%	-4%	1.5	-3	-28	i	11%	-7%
COc1cccc(C2CC(c3ccc(Cl)cc3)Nc3nc(N)nn32)c1 (stereo not given)	6%	3%	0.7	-6	0	i	-8%	-24%
COc1cc(C#CC#CCN2CCCCC2)ccc1O	16%	0%	0.4	-21	-116*	·	-5%	i
CCc1ccccc1NC(=O)C1NC(=O)CC1c1ccccc1 (stereo not given)	4%	-1%	0.2	4	9	i	3%	-13%
O=C(CSc1ncnc2c1oc1ccccc12)NC1CCCCC1	-1%	-18%	-0.8	-1	-6	i	42%[activator]	1%
COc1ccccc1C(=O)Nc1ccc(C(=O)/C=C/c2cccs2)cc1	9%	-5%	1.7	0	13	i	3%	i
CCC(=O)c1c(NC(CC)CO)cc(C)oc1=O (stereo not given)	-3%	2%	-0.6	3	11	i	-4%	i
CC(=O)Nc1ccccc1OCCCN1CCC(C(O)(c2ccccc2)c2ccccc2)CC1	3%	·	0.4	-14	-70*	i	-14%	-23%
CCN(C(=O)COC(=O)c1cccn1C)C1CCS(=O)(=O)C1 (stereo not given)	-2%	-5%	-0.8	8	8	i	1%	-22%
CN(C)c1ccnc(N(Cc2ccccc2)Cc2ccccc2)c1C#N	6%	-4%	-2.4	0	-6	i	-2%	-25%
CC(C)(C)c1ccccc1OCC(=O)NCCCn1ccnc1	6%	-1%	0.5	1	-3	i	2%	i
COc1cc(C(=O)OCc2cccc(S(=O)(=O)N3CCOCC3)c2)ccc1OCC(C)C	8%	0%	1.3	12	8	i	3%	-5%
Cc1ccc(C(=O)Oc2ccccc2C(=O)N2CCOCC2)cc1	7%	0%	-3.6	-20	0	i	8%	-4%[57.5 µM]
O=C(O)Cn1cnc2sc3c(c2c1=O)CCCC3	25%	2%	-2.6	1	-14	i	3%	i
CC1CN(C(=O)CCc2cc(C(C)(C)C)c(O)c(C(C)(C)C)c2)CC(C)O1 (stereo not given)	-7%	-1%	0.4	8	6	i	-12%	-2%
Cn1cccc1/C=N/NC(=O)c1ccncc1	10%	0%	-0.8	5	17	i	1%	i
COc1ccc(S(=O)(=O)NN(C)C)cc1N(C)S(=O)(=O)c1ccc(Cl)cc1	-5%	-1%	-0.1	5	-1	i	1%	-1%
O=C(C1CCN(S(=O)(=O)c2cccc3cccnc23)CC1)N1CCCCC1	6%	3%	0.3	5	-2	i	-4%	-3%
CC1(C)Cc2cccc(Oc3cc(NN4CCCCC4)c([N+](=O)[O-])cc3[N+](=O)[O-])c2O1	-2%	1%	-7.8	-10	-9	i	0%	i
CCOC(=O)Cn1c(CN2CCc3ccccc3C2)nc2c1c(=O)n(C)c(=O)n2C	-1%	-2%	-0.2	4	17	i	3%	-9%
NC(=O)c1ccsc1NC(=O)CS(=O)(=O)c1ccc(Cl)cc1	-4%	0%	0.9	1	1	i	0%	i
CCOC(=O)c1nn(-c2ccc(F)cc2)c(=O)cc1OCC(=O)N1CCN(c2ccccc2)CC1	5%	5%	1.5	-13	0	i	27%	-35%[inhibitor]
Cc1ccc(C)c(NC(=O)c2ccc3c(c2)CCN3S(C)(=O)=O)c1	4%	·	1.6	-13&2	10	i	-17%	-95%
Cc1ccc(CS(=O)(=O)Cc2ccc(C(=O)NCc3ccccn3)o2)cc1	4%	1%	-3.6	3	-16	i	7%	0%[57.5 µM]
COC(=O)[C@H](C)NC(=O)Nc1ccc(OC(F)(F)F)cc1	4%	-1%	-4.7	3	22	i	-6%	-6%[57.5 µM]
Cc1nc(-c2coc3cc(O)c(C)cc3c2=O)cs1	0%[15.6 µM]	-2%	0.4	0	-7	·	-32%	-9%[57.5 µM]
CC(C(=O)N1CCc2ccccc21)N1CCN(c2ccccn2)CC1 (stereo not given)	2%	?	-0.7	-2	-14	i	13%	i
CCOC(=O)c1ccc(NC(=O)Cn2nnc(-c3ccccc3F)n2)cc1	-3%	0%	-0.5	-2	12	i	-2%	i
CCCNC(=O)c1cc(C2CCCCN2C(=O)CCc2ccccc2)on1 (stereo not given)	-1%	·	0.4	1	-4	i	-19%	i
COc1cc(C(C(=O)NCC2CCCO2)N(C(=O)Cn2nnc3ccccc32)c2ccc(OC)c(OC)c2)ccc1O (stereo not given)	4%	2%	-3.4	16	15	i	1%	i
O=C(Cc1csc(Nc2nc(=S)[nH]c3ccccc23)n1)N1CCN(c2cccc(Cl)c2)CC1	-9%	-2%	-0.7	2	?	i	-3%	-45%[inhibitor]
CC(C)OC(=O)NCN1C(=O)C2C3C=CC(C3)C2C1=O (stereo not given)	-2%	1%	-1.5	6	2	i	0%	i
CCNC(=O)C1(C)CCN(Cc2noc(-c3c(C)noc3C)n2)C1 (stereo not given)	0%	·	-1.1	4	4	i	8%	i
C/C(=N\Nc1ccc(S(=O)(=O)Nc2ccccc2)cc1[N+](=O)[O-])c1ccc(N2CCOCC2)cc1	1%	-1%	0.0	1	-13	i	-21%	-67%[inhibitor]
CC12CCC(=O)C=C1CCCC2=O (stereo not given)	3%	·	0.1	7	-6	i	4%	-18%
NCCN1CCN(S(=O)(=O)c2ccc([N+](=O)[O-])cc2)C=C1c1ccc(Cl)cc1	2%	1%	-0.6	-1	-6	i	14%	i
COc1cccc(NC(=O)Nc2nnc(Cc3ccc(OC)c(OC)c3)s2)c1	3%	1%	-4.5	-5	-12	i	-2%	-13%
COc1ccccc1N1CCN(/N=C/c2ccc(OC)c(OC)c2OC)CC1	-2%	0%	-2.0	-7	-11	i	1%	-21%
CC(=O)NCCC(=O)Nc1cccc(S(=O)(=O)N(C)c2ccccc2)c1	-1%	0%	1.1	-11	-5	i	-1%	i
Cc1csc(-c2nc3ccccc3n2C(C(=O)NC(C)(C)C)c2ccccc2)c1 (stereo not given)	-3%	·	·	9	27	i	3%	-2%
COC(=O)Cn1c2c(c3cc(C)ccc31)CCCC2NC(C)c1ccccc1 (stereo not given)	1%	0%	4.2	-12	17	i	-13%	-22%
Nn1c(SCC(=O)N2CCN(S(=O)(=O)c3ccccc3)CC2)nnc1-c1cccs1	-1%	1%	-1.5	-3	25	i	-3%	i
COc1ccc(C(=O)Nc2ccc(N3CCOCC3)cc2)cc1S(=O)(=O)N1CCOCC1	1%	-1%	1.7	1	0	i	7%	-16%
COc1cccc(CN(C)C(=O)C23CC4CC(CC(NC(C)=O)(C4)C2)C3)c1OC	2%	1%	-0.4	5	2	i	10%	-1%
Cc1ccc(NC(=S)NC(=O)Cc2ccccc2)c(O)c1	10%	-1%	-1.6	6	0	i	-1%	-25%
CCCn1nnnc1NCc1ccc(C(C)C)cc1	6%	2%	1.0	-7	2	i	10%	i
N#CC(c1cccc([N+](=O)[O-])c1)C(CC(=O)c1ccccc1)c1ccccc1 (stereo not given)	24%	·	2.4	-8	?	i	3%	-15%
C[C@H](CO)N1C[C@H](C)[C@@H](CN(C)C(=O)Cc2ccccc2)OCCCC[C@H](C)Oc2ccc(NC(=O)NC3CCCCC3)cc2C1=O	-8%	·	0.3	-7	-22	i	-6%	-5%
O=C(c1cc(-c2cccc(Cl)c2)on1)N1CCCC1	1%	1%	-2.6	3	-17	i	-4%	-14%
COc1cc(OC)c(OC)cc1/C=C1/Cc2ccccc2C1=O	-15%	0%	2.4	2	15	i	6%	-39%[inhibitor]

Next results follow:
Structure	EPAC2 agonist	Mm-Cpn inhibitor	CCT chaperon mod	D3 ag	D3 antag	pAkt inh	EPAC2 antagonist	PTHR1 agonist
NS(=O)(=O)c1ccc(NC(=O)COC(=O)COc2ccccc2)cc1	7%	2%	-0.7	1	-9	i	15%	i
Cc1ccc(C(=O)c2ccc(CC(=O)O)n2C)cc1	3%	1%	-0.8	4&4	24	i	3%	-17%
COc1ccc(S(=O)(=O)NCC(c2ccc3c(c2)OCO3)N2CCOCC2)cc1C (stereo not given)	2%	-1%	2.9	1	1	i	-12%	i
COC(=O)c1ccc(CSc2nnc(NC(C)C)s2)cc1	11%	-1%	-0.3	-6	0	i	-6%	i
O=C(NCc1ccc(Cl)cc1)c1ncn[nH]1	-2%	-4%	1.0	4	-4	i	0%	i
CCc1ccccc1NC(=O)CC1CS(=O)(=O)CC1CC(=O)Nc1ccccc1CC (stereo not given)	-1%	0%	-0.6	7	8	i	21%	-9%
COc1ccc(C)cc1NC(=O)Cn1cnc2sc(C)c(S(=O)(=O)N3CCOCC3)c2c1=O	4%	-1%	-4.0	-1	0	i	0%	i
C=CCn1c(SCC(=O)NC2CCCC2)nnc1-c1ccccn1	10%	-5%	-0.7	-7	-26	i	-7%	-47%
CCCCOc1ccc(SCCCN2CCOCC2)cc1	15%	·	-0.9	-20	0	i	-6%	-9%
O=C1Nc2ccccc2C1=Nc1ccccc1-c1ccccc1	4%	·	-3.0	1	-3	i	-6%	-34%[inhibitor]

Sorted by heavy-atom count (lowest first): part of the list above.
Structure	EPAC2 agonist	Mm-Cpn inhibitor	CCT chaperon mod	D3 ag	D3 antag	pAkt inh	EPAC2 antagonist	PTHR1 agonist
O=C(NCc1ccc(Cl)cc1)c1ncn[nH]1	-2%	-4%	1.0	4	-4	i	0%	i
C=CCn1c(SCC(=O)NC2CCCC2)nnc1-c1ccccn1	10%	-5%	-0.7	-7	-26	i	-7%	-47%
COc1ccc(S(=O)(=O)NCC(c2ccc3c(c2)OCO3)N2CCOCC2)cc1C (stereo not given)	2%	-1%	2.9	1	1	i	-12%	i
